Compound activity as filed in PubChem BioAssay.
Tb PGK inh – qHTS Assay to Find Inhibitors of Phosphoglycerate Kinase; Potency, µM (doses to about 57.5 µM), for the others: top-dose activity change, negative = inhibition, most hits filed as inhibitors; PGK/GAPDH coupled, Kinase-Glo luminescence, 60 min; AID 602233, 2012; Phosphoglycerate kinase, glycosomal (Trypanosoma brucei brucei), P07378; 380,000 compounds, 0.043% hits; note: % is set by controls: 0 for no effect and ±100 for the full control effect; nearly all actives have a fitted effect of over 60% in size
Target sequence (P07378 whole entry, looked up): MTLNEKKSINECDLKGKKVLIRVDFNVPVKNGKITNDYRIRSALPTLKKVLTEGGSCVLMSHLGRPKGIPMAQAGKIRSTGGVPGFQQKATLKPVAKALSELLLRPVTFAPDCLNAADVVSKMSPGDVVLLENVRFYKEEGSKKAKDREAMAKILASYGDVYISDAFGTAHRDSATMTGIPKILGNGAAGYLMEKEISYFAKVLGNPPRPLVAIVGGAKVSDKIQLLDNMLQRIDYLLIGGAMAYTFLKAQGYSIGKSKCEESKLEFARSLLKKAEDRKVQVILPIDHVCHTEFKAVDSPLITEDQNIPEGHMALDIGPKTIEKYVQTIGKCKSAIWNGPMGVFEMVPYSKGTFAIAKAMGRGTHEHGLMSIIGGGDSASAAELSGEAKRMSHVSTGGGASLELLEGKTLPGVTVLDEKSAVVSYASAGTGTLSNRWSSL
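Recombinant glycosomal PGK reaction used 1,3-bisphosphoglycerate generated in-well by GAPDH (100nM final) in 100mM TEA pH 7.6, 5mM MgCl2, 0.01% Tween-20. After 60 minutes at room temperature, ATP was read by Kinase-Glo Plus luminescence end-point.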
Pin1 inhibitor – qHTS Assay to Find Inhibitors of Pin1. Pin1 FP peptide displacement, HiFluor488, 10 min. Potency, µM (series often up to 115 µM), inactives show at the highest dose activity, negative = inhibition, most hits filed as inhibitors. 390,000 compounds, 0.009% hits. Peptidyl-prolyl cis-trans isomerase NIMA-interacting 1 (Homo sapiens), Q13526; active = well fitted inhibition curve with a large enough effect in the polarisation, with a control signal flat, not every such curve was filed as active; inconclusive = small, poorly fitted or top-dose-only effect, or effect the other way, or a change in a side signal; inactive = no such curve, though single readings can be large or run the other way; the % refers to the polarisation; note: % is set by controls: 0 for no effect and ±100 for the full control effect
Target sequence (Q13526 whole entry, looked up): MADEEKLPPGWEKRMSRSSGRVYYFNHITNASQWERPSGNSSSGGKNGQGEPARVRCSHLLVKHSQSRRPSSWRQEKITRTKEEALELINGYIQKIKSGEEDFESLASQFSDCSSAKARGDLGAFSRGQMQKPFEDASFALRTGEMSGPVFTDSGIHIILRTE
RGS4 inh – Inhibitors of Regulator of G Protein Signaling (RGS) 4: qHTS; AID 504845, 2011; 390,000 compounds, 0.039% hits; Potency, µM (titrated, usually from 114 µM), without a hit: at the highest dose activity change, negative = inhibition, most hits filed as inhibitors; Transcreener GDP fluorescence polarization, RGS4-accelerated GTP hydrolysis; note: % is set by controls: 0 for no effect and ±100 for the full control effect; nearly all actives have a fitted effect of over 75% in size; some results filed as inactive show a strong effect at the top dose
Target sequence (P49798 whole entry, looked up): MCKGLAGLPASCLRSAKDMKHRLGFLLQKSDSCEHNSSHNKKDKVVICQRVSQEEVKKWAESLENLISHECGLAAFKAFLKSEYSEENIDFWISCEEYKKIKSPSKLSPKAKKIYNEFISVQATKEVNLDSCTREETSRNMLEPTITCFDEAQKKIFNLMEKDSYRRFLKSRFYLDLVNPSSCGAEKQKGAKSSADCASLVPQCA
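MLSMR compounds (23 nl, pin-transferred) preincubated 10 min at room temperature with a 500nM (2x) first reagent, then RGS4 at 900nM (2x) plus Transcreener GDP mix added; fluorescence polarization (620/688 nm) read before and after 90 min at 30 °C.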
ERG Ets-DNA blk – qHTS for Small Molecule Inhibitors of the ERG Ets/DNA interaction | fluorescence polarization, His-ERG Ets domain / labelled DNA | AID 624246, 2012 | Transcriptional regulator ERG (Homo sapiens), P11308 | 370,000 compounds, 0.028% hits | Potency, µM (titrated, usually from 76.9 µM), for the others: at the highest dose FP activity, negative = inhibition, usual class: inhibitors; active = well fitted inhibition curve with a large enough effect in the polarisation, with a control signal flat; inconclusive = small, poorly fitted or top-dose-only effect, or effect the other way, or a change in a side signal; inactive = no such curve, though single readings can be large or run the other way; the % refers to the polarisation;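 note: polarization taken with two DNA probes labelled with fluorescein and Texas red; % of control where 0% means no effect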
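His-tagged ERG Ets domain (1 uM in the protein solution; 300mM KCl, 50mM Tris-HCl, 1mM EDTA, 1mM DTT, pH 7.5) received compound, then a probe mix of 5 nM fluorescein-DNA and 100nM Texas-615-DNA. Fluorescence polarization was read for both dyes.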
TrxR1 inh – qHTS Assay for Inhibitors of Mammalian Selenoprotein Thioredoxin Reductase 1 (TrxR1): qHTS; 390,000 compounds, 1% hits; recombinant rTrxR1, NADPH fluorescence consumption, selenite substrate; Thioredoxin reductase 1, cytoplasmic (Rattus norvegicus), O89049; Potency, µM (highest dose often 114 µM), without a hit: top-dose activity change, negative = inhibition, usual class: inhibitors; note: % is set by controls: 0 for no effect and ±100 for the full control effect; nearly all actives have a fitted effect of over 65% in size
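Rat TrxR1 (90 nM in the dispensed reagent) was pre-reduced with 400 uM NADPH for 5 min at room temperature, then incubated with compound for 15 min. After 400 uM selenite was added, NADPH fluorescence (Ex 340/Em 450 nm) was followed for 8 min.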
GLS inhibitor – qHTS for Inhibitors of Glutaminase (GLS). GLS enzymatic activity, qHTS titration. AID 624170, 2012. Glutaminase kidney isoform, mitochondrial (Homo sapiens), O94925. 410,000 compounds, 0.21% hits. Potency, µM (doses to about 45.5 µM), without a hit: top-dose activity change, negative = inhibition, hits mostly inhibitors; note: % is set by controls: 0 for no effect and ±100 for the full control effect
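Read-out is an Amplex red fluorescence increase coupled through glutamate oxidase and HRP, measured before and after 30 min room-temperature incubation. hKGA is in 45 mM KH2PO4 (pH 8.2) with 0.02% Tween-20; glutamine added as 1mM solution.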
HP1b binding inh – HTS for Inhibitors of HP1-beta Chromodomain Interactions with Methylated Histone Tails. Chromobox protein homolog 1 (Homo sapiens), P83916. AlphaScreen HP1-beta / biotin-H3K9me3 peptide binding. Potency, µM (highest dose often 114 µM), for the others: top-dose activity change, negative = inhibition, most hits filed as inhibitors. 390,000 compounds, 0.56% hits. AID 540317, 2011; note: nearly all actives have a fitted effect of over 70% in size; inactives centre near 23
Target sequence (P83916 whole entry, looked up): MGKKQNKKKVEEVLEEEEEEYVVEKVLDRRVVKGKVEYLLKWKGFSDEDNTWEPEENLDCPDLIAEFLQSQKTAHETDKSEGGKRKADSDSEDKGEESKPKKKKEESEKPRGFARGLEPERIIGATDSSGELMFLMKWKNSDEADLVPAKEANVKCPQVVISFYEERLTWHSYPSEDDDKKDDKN
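Compound inhibition of the preformed complex between 50 nM HP1-beta and 50 nM biotinylated H3K9me3 peptide was read by AlphaScreen. Buffer was PBS pH 7.4 with 0.01% Tween-20. Incubations ran 30 min at room temperature, with 10 ug/mL donor/acceptor beads.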
ALOX12 inh – Primary qHTS assay for inhibitors of human arachidonate 12S-lipoxygenase (ALOX12): Round 2 | purified 12hLO, xylenol orange hydroperoxide absorbance | Potency, µM (doses to about 108 µM), for the others: top-dose activity change, negative = inhibition, actives largely listed as inhibitors | AID 1671190, 2021 | 580,000 compounds, 1.1% hits | Polyunsaturated fatty acid lipoxygenase ALOX12 (Homo sapiens), P18054; note: % is set by controls: 0 for no effect and ±100 for the full control effect
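Purified human 12hLO (150 nM final) in 25 mM Hepes, 0.01% Triton X-100, pH 7.0 was preincubated 15 min at room temperature with compound. Then 40 uM arachidonic acid was added, 30 min. Hydroperoxide was read by Fe-XO absorbance ratio 573/405 nm.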
JMJD2A Tudor inh – qHTS Assay for Inhibitors of JMJD2A-Tudor Domain; Lysine-specific demethylase 4A (Homo sapiens), O75164; AlphaScreen JMJD2A-Tudor / H3K4me3 peptide binding; Potency, µM (highest dose often 114 µM), inactives show at the top dose activity change, negative = inhibition, most hits filed as inhibitors; 390,000 compounds, 4.4% hits; AID 504339, 2011; note: % is set by controls: 0 for no effect and ±100 for the full control effect; nearly all actives have a fitted effect of over 50% in size
* hit, by the source's call; i = inactive; ? = inconclusive; . = no result given; & = joins results of further samples; [ ] = remark or other dose. Unless noted, calls come from the whole dose curve; as a rule, active = well fitted curve in the direction sought with a large enough effect; inconclusive = small, poorly fitted or top-dose-only effect, or another doubt; inactive = no such curve, though single readings can be large; an effect the other way counts as inactive or inconclusive. Potency is the fitted concentration of half-maximal effect.

#	canonical_smiles	Pin1 inhibitor	ALOX12 inh	JMJD2A Tudor inh	TrxR1 inh	HP1b binding inh	RGS4 inh	GLS inhibitor	Tb PGK inh	ERG Ets-DNA blk
1	O=[N+]([O-])c1ccc(S(=O)(=O)Nc2ccc(-c3ccc(N4CCCC4)nn3)cc2)cc1	1%	-2%	-10%	0%	20%	-20%	-7%	i	2%
2	CC(OC(=O)CN1C(=O)c2ccccc2C1=O)C(=O)c1ccccc1 (stereo unspecified)	4%	7%	-15%	16%	27%	11%	1%	3%	3%
3	COC(=O)c1cccc(Nc2nc(-c3ccncc3)nc3ccccc23)c1	-2%	?	-23%	12%	57%[activator]	16%	0%	-3%	-2%
4	COc1cc(CNCc2cccnc2)ccc1OCC(=O)NC(C)(C)C	-9%	-7%	-20%	24%	33%	2%	6%	.	18%
5	COC(=O)CN1C(=O)Nc2ccc(Br)cc2C1c1ccccc1Cl (stereo unspecified)	-4%	.	-17%	5%	18%	-49%	1%	-6%	8%
6	CCc1ccc(CNC(=O)C2CCCN(c3nc4ccccc4o3)C2)cc1 (stereo unspecified)	-6%	10%	-3%	41%[activator]	10%	-3%	4%	-5%	-6%
7	O=C(COC(=O)c1ccccc1Br)NCC1CCCCC1	-13%	2%	14%	16%[57.1 µM]	23%	8%	-4%	0%	7%
8	Cc1ccc(NC(=O)Cn2c(=O)n(Cc3ccco3)c(=O)c3ccccc32)cc1	6%	?	-3%	4%	15%	12%	10%	1%	5%
9	Cc1cc(=O)oc(C)c1C(=O)N1CCc2c([nH]c3ccccc23)C1C(C)C (stereo unspecified)	-1%	?	-32%	13%	9%	12%	-8%	0%	-1%
10	Fc1cccc(Cl)c1/C=N/Nc1ccccn1	-8%	475%[activator]	-8%	-2%[57.1 µM]	28%	-31%	-7%	-6%	-8%
11	CC(=O)Nc1cccc(NC(=O)CS(=O)(=O)c2cn(CC(=O)N3CCOCC3)c3ccccc23)c1	-3%	2%	7%	-2%	39%	-5%	1%	-13%	-22%
12	Cc1ccc(/C=C(/NC(=O)c2ccccc2)C(=O)NC(Cc2c[nH]c3ccccc23)C(=O)O)cc1 (stereo unspecified)	-13%	?	-15%	3%	3%	-10%	-1%	1%	-2%
13	CC(C)NC(=O)C1(N2C(=O)c3ccccc3C2=O)CCCC1	3%	2%	-4%	15%[57.1 µM]	54%[activator]	-32%	0%	-5%	-1%
14	COC(=O)Cn1c(SCCOc2ccccc2OC)nc2ccccc21	0%	-24%	0%	3%	47%[activator]	2%	3%	-7%	12%
15	CCCCN(C(=O)c1cc(S(=O)(=O)N2CCCCC2)ccc1Cl)c1c(N)n(CC(C)C)c(=O)[nH]c1=O	1%	-3%	-11%	-9%	14%	-9%	5%	2%	.
16	CSc1ccc(CCNC(=O)C2CCCN(c3nn4c(=O)cc(C)nc4s3)C2)cc1 (stereo unspecified)	-2%	16%	-10%	16%	6%	16%	3%	i	-8%
17	CC1=C(C(=O)Nc2ccc([N+](=O)[O-])cc2)C(c2cccc(C(F)(F)F)c2)NC(=S)N1c1ccccc1 (stereo unspecified)	-2%	?	?	?	-9%	8%	-9%	-2%	8%
18	O=c1cc(-c2ccccc2O)nc(-c2ccccc2)[nH]1	1%	2%	2%	-9%[57.1 µM]	11%	-7%	0%	5%	-13%
19	CCOc1ccc(N(CC(=O)Nc2ccc(C)cc2C)S(C)(=O)=O)cc1	0%	4%	-8%	16%	52%[activator]	5%	-1%	8%	7%
20	Cc1cc(CNC(=O)COC(=O)C2CC3CCCC(C2)C3=O)cc(C)c1O (stereo unspecified)	-2%	1%	-3%	8%	31%	1%	37%[activator]	2%	1%
21	CC(/C=N/n1c(-c2ccc(Cl)cc2)n[nH]c1=S)=C\c1ccco1	15%	32µM*	?	?	5%	-41%	-11%	0%	-3%
22	O=C(O)c1ccccc1C(=O)OCCCc1ccncc1	7%	-1%	-27%	30%[57.1 µM]	39%[activator]	6%	-1%	-4%	-8%
23	OC(COc1c(F)cc(Br)cc1F)CN1CCOCC1 (stereo unspecified)	-1%	-8%	-7%	15%	40%[activator]	10%	-2%	i	-1%
24	CCn1nc(NC(=O)COC)c2cc3cc(C)ccc3nc21	2%	?	-4%	13%	47%[activator]	-22%	0%	.	9%
25	CCCCN(C(=O)c1cc(OC)c(OC)c(OC)c1)C1=CC2CCC(C1)N2C (stereo unspecified)	-7%	21%	-21%	-4%[57.1 µM]	13%	-14%	16%	5%	-5%
26	CCN(CC)S(=O)(=O)c1ccc(NC(=S)NC(=O)C(C)C)cc1	2%	?	4%	-11%[57.1 µM]	14%	-29%	10%	-8%	-5%
27	CSc1ccccc1NC(=O)C(C)N1C(=O)c2ccccc2S1(=O)=O (stereo unspecified)	9%	-9%	-7%	-15%	24%	-6%	-2%	-6%	-29%
28	COc1ccc(NC(=S)NCc2ccccc2)c(OC)c1	2%	?	-12%	-22%	21%	-6%	26%	4%	0%
29	Cc1ccc(NC(=O)C2C3CCC(O3)C2C(=O)O)cc1C (stereo unspecified)	-3%	0%	-4%	22%	26%	-22%	0%	3%	-5%
30	C#CCOCCOCCOCCNc1nc(N2CCN(C(=O)[C@H](CCCCN)n3cc([C@@H](N)CC(C)C)nn3)CC2)nc(N2CCN(C(=O)[C@H](CCCCN)n3cc([C@@H](N)CC(C)C)nn3)CC2)n1	?	.	-35%	-17%[57.1 µM]	26%	2%	-3%	-9%	-23%
31	CC(C)(C)OC(=O)N1CCC(c2c(C(=O)N3CCC(c4ccccc4)C3)cnn2-c2cccc(Cl)c2)CC1 (stereo unspecified)	6%	-19%	?	-3%	28%	-25%	-10%	0%	0%
32	COc1ccc(N2CCN(C(=O)c3ccncc3)CC2)cc1	-2%	10%	-16%	12%	28%	-20%	43%[activator]	i	2%
33	COc1ccc([C@H]2/C=C\CN(C(=O)C3CC3)[C@@H](C)C(=O)N2Cc2ccc(F)cc2)cc1	0%	-15%	-7%	0%[57.1 µM]	39%[activator]	-10%	1%	1%	14%
34	COc1ccc(S(=O)(=O)NCc2ccc3c(c2)OCO3)cc1C(=O)O	-6%	-4%	-17%	12%[57.1 µM]	77%[activator]	-6%	5%	11%	-1%
35	O=C1CCCN2N=C(SCC(=O)Nc3ccc(Cl)cc3)SC2=N1	2%	12%	-28%	12%[57.1 µM]	-1%	-32%	-13%	-8%	-13%
36	O=C1C(Nc2ccccc2)=C2CCCC=C2N1c1ccccc1	1%	-22%	-4%	0%[57.1 µM]	36%	-21%	-19%	4%	7%
37	O=C(C1=C[C@H](c2ccc3c(c2)OCO3)C[C@H](OCc2ccc(CO)cc2)O1)N1CCOCC1	-3%	7%	-18%	11%	-4%	5%	5%	1%	-5%
38	COc1ccc(NS(=O)(=O)c2cccc(C(=O)NNC(=O)c3cc(C)oc3C)c2)cc1	4%	-22%	-6%	-4%[11.4 µM]	14%	-10%	23%	-3%	6%
39	COc1ccc(NC(=O)CN2CCCC2)cc1	-2%	8%	-4%	-10%[57.1 µM]	14%	5%	4%	21%	0%
40	O=C(c1cccc(Cl)c1)N1CCC2CC1c1cc(-c3ccccc3)ccc12 (stereo unspecified)	2%	?	-9%	24%	30%	6%	3%	-1%	-1%
41	Cc1c(NC(=S)Nc2cccc(Cl)c2)c(=O)n(-c2ccccc2)n1C	-8%	-22%	-8%	-6%	7%	-27%	3%	-2%	4%
42	Cc1cccc(NC(=S)NC2CCCC2)c1	-10%	?	3%	6%[57.1 µM]	21%	-31%	-1%	-7%	-5%
43	CCCS(=O)(=O)Nc1c(C(=O)O)[nH]c2ccc(OC)cc12	-2%	50%[activator]	-36%	66%[activator]	-6%	10%	?	-7%	-5%
44	CCOC(=O)Cn1c(=NC(=O)C(C)C)sc2c(C)cc(C)cc21	-1%	-1%	56%[activator]	4%	70%[activator]	-2%	2%	7%	0%
45	CC1CCCC/C1=N/Nc1ccc([N+](=O)[O-])cc1[N+](=O)[O-] (stereo unspecified)	1%	-73%	50µM*	-24%[57.1 µM]	-60%	10%	9%	3%	7%
46	COC(=O)[C@@H]1C[C@@H]2CC[C@@H](O)C[C@@H]2N1Cc1ccc(C(F)(F)F)cc1	12%	3%	-25%	-11%	12%	-1%	11%	4%	4%
47	CN1CCSc2ccc(C(=O)NCc3ccccc3)cc21	0%&1%	?	-20%&-26%	58%&40%	20%&3%	-24%&-6%	5%&6%	-5%	-3%&1%

The list is partial; the hit share may differ from the screen's.
